Assay outcomes (PubChem)
DRD3 agonist: qHTS of D3 Dopamine Receptor Agonist: qHTS. D(3) dopamine receptor (Homo sapiens), P35462. D3R DiscoveRx beta-arrestin cells, luminescence, 90 min. max activation, %. actives 0.58% (n = 410,000). AID 652048, 2013; in the data active = max activation above about 30%; also: 0% is about no effect; mostly tested at two doses, the higher about 12 µM
Target sequence (P35462 whole entry, looked up): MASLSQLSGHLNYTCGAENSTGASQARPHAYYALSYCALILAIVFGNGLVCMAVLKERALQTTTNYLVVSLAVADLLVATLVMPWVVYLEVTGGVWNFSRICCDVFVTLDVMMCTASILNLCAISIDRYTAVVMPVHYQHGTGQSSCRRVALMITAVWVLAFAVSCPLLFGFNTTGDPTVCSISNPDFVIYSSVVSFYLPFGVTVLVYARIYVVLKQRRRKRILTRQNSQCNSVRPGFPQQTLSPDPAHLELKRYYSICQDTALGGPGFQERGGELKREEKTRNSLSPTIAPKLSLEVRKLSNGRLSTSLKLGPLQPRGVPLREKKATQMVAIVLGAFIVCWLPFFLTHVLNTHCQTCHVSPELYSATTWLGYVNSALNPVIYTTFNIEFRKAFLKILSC
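Agonist mode: compounds and dopamine controls were applied to plated cells for 90 min at 37 degrees C after an overnight attachment at 1500 cells/well. Luminescent read-out followed 30 - 60 minutes at room temperature with DiscoveRx detection reagent.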
GLP-1R inv ag: qHTS of GLP-1 Receptor Inverse Agonists (Inhibition Mode); actives 1.6% (n = 410,000); Glucagon-like peptide 1 receptor (Homo sapiens), P43220; Potency, µM (top dose mostly 38.3 µM), inactives show at the highest dose activity change, negative = inhibition, usual class: inhibitors; HEK293 GLP-1R CRE-luciferase, luminescence, 24 h; GLP-1R form is constitutively active; also: potency is read from the fitted curve at half-maximal effect; % is scaled to controls: 0 for no effect and ±100 for the full control effect; nearly all actives have a fitted effect of over 55% in size
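GLP-1R inverse agonism mode: basal reporter luminescence in engineered HEK293 cells measured after one day of compound exposure at 37 deg C, with a 12 min room-temperature detection step.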
GLP1R ag: qHTS of GLP-1 Receptor Agonists; Glucagon-like peptide 1 receptor (Homo sapiens), P43220; HEK293 GLP-1R CRE-luciferase, luminescence, 4-6 h; cells express a hypersensitive GLP-1R form; Potency, µM (top dose mostly 45.6 µM), inactives show at the highest dose activation, most hits filed as activators; actives 0.007% (n = 380,000); AID 624172, 2012; also: potency is read from the fitted curve at half-maximal effect; % of control where 0% means no effect
PI5P4Ka inh: qHTS for Inhibitors of phosphatidylinositol 5-phosphate 4-kinase (PI5P4K); PI5P4Kalpha enzyme, ADP-Glo luminescence, 60 min; active compounds read low; max response, %; actives 1.2% (n = 330,000); Phosphatidylinositol 5-phosphate 4-kinase type-2 alpha (Homo sapiens), P48426; active = max response of -50% or lower; inconclusive = between -30% and -50%; inactive = -30% or higher; also: value at the top dose of about 77 µM; % is scaled to controls: 0 for no effect and ±100 for the full control effect
Target sequence (P48426 whole entry, looked up): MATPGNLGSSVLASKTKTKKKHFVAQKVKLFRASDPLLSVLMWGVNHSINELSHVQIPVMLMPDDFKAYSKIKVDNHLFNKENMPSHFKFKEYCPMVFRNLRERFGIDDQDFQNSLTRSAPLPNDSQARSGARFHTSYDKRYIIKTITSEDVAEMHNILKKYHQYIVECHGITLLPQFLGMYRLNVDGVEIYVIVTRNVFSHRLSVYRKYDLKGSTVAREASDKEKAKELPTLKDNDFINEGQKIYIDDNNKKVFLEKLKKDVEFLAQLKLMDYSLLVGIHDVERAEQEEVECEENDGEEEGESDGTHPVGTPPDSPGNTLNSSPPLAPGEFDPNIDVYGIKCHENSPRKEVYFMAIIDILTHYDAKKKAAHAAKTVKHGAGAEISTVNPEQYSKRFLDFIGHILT
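Enzyme plus substrate dispensed, test compounds pinned in, then ATP (5 microM final) added. After 60 min at RT, ADP-Glo reagent 1 for 45 min and reagent 2 for 30 min preceded luminescence imaging.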
WRN helicase inh: qHTS for Inhibitors of WRN Helicase | Bifunctional 3'-5' exonuclease/ATP-dependent helicase WRN (Homo sapiens), Q14191 | WRN helicase unwinding, fluorescent forked duplex, kinetic | Potency, µM (highest dose often 114 µM), for the others: top-dose activity change, negative = inhibition, most hits filed as inhibitors | actives 0.46% (n = 360,000); also: potency is read from the fitted curve at half-maximal effect; % is scaled to controls: 0 for no effect and ±100 for the full control effect; nearly all actives have a fitted effect of over 55% in size
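Kinetic fluorescence helicase assay: unwinding of a quenched forked DNA duplex (100 nM final) with 2 mM ATP final raises red fluorescence (525/598 nm). Compounds sat 15 min at room temperature with 20 nM WRN beforehand.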
DRD3 antagonist: qHTS of D3 Dopamine Receptor Antagonist: qHTS. max response, negative = inhibition, %. D3R cells, DiscoveRx beta-arrestin luminescence, antagonist mode; active compounds read low. D(3) dopamine receptor (Homo sapiens), P35462. actives 2.5% (n = 360,000); in the data active = max response below about -50%; inconclusive = no clear call, values can overlap the other calls; also: % is scaled to controls: 0 for no effect and ±100 for the full control effect; mostly tested at two doses, the higher about 12 µM
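Cells plated overnight at 1500 cells/well, then exposed to library compounds with dopamine controls for 90 minutes at 37 degrees C. DiscoveRx reagent added for 30–60 minutes at room temperature; luminescence read, quantitative HTS format.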
PLK1 PBD block: qHTS for Inhibitors of PLK1-PDB (polo-like kinase 1 - polo-box domain): Primary Screen; Serine/threonine-protein kinase PLK1 (Homo sapiens), P53350; Plk1 PBD binding of FITC phosphopeptide, fluorescence polarization; Potency, µM, for inactives: max response, negative = inhibition, hits mostly inhibitors; actives 2.8% (n = 360,000); AID 720504, 2013; also: potency is read from the fitted curve at half-maximal effect; series mostly up to about 57 µM; % is scaled to controls: 0 for no effect and ±100 for the full control effect; nearly all actives have a fitted effect of over 65% in size
GLP1R cytotox: qHTS of GLP-1 Receptor Inverse Agonists: Cytotox Screen | HEK293 cAMP-luciferase reporter cells, luminescence, 24 h | actives 0.13% (n = 410,000) | Potency, µM (doses to about 38.3 µM), without a hit: at the highest dose activity change, negative = inhibition, usual class: inhibitors;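 also: loss of luciferase light is scored as toxicity; potency is read from the fitted curve at half-maximal effect; % is scaled to controls: 0 for no effect and ±100 for the full control effect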
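Compound-treated cells are incubated 24 hr at 37 deg C under 5% CO2 after a 12 hour attachment period, then luciferase detection reagent is added and luminescence is measured following 12 min at room temperature; lowered signal indicates toxicity.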
IL2 activator: qHTS of IL-2 Activators. activation, % (series mostly up to about 46 µM). IL-2 activation reporter assay, cell-based qHTS; stimulated with anti-CD3/CD4/CD28 beads; in transgenic mouse T cells. actives 0.065% (n = 360,000). AID 652025, 2013; in the data active = activation above about 50%; inconclusive = mostly about 30% to 49%; also: 0% is about no effect
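Readout is EGFP and DsRed signal by fluorescent plate cytometry after 18 h at 37 degrees C. Transgenic mouse T cells (750/well) received compound for 60 min before bead stimulation (anti-CD3, anti-CD4, anti-CD28); memory T cells served as non-tolerant control.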
Numbers without * were called inactive; & = joins results of further samples. Unless noted, calls follow the shape of the dose curve; as a rule, active = well fitted curve in the direction sought with a large enough effect; inconclusive = small, poorly fitted or top-dose-only effect, or another doubt; inactive = no such curve, though single readings can be large; an effect the other way counts as inactive or inconclusive.

How did O=C(NCCCc1ccccc1)c1cnc2n(c1=O)CCS2 do in these assays?
DRD3 agonist: -3; GLP-1R inv ag: -9%; GLP1R ag: 10%; WRN helicase inh: -9%; DRD3 antagonist: 17; PLK1 PBD block: inconclusive; GLP1R cytotox: 8%; IL2 activator: 2.7

How did N#C/C(C(N)=O)=C1/SC(Cc2ccc(F)cc2)C(=O)N1c1ccccc1 (stereo unspecified) do in these assays?
DRD3 agonist: 4; GLP-1R inv ag: 4%; GLP1R ag: 4%; PI5P4Ka inh: 0; WRN helicase inh: -9%; DRD3 antagonist: 12; PLK1 PBD block: -12%; GLP1R cytotox: -6%; IL2 activator: -3.6

How did Cc1cc(C)cc(N2C(=O)CC(N3CCOCC3)C2=O)c1 (stereo unspecified) do in these assays?
DRD3 agonist: 0; GLP-1R inv ag: -6%; GLP1R ag: 1%; WRN helicase inh: 4%; DRD3 antagonist: -1; PLK1 PBD block: -11%; GLP1R cytotox: -12%; IL2 activator: -1.2

What do the screens show for `Oc1ccccc1C1=NC(c2ccccc2)NC(c2ccccc2)C1` (stereo unspecified)?
DRD3 agonist: -5; GLP-1R inv ag: -18%; GLP1R ag: -4%; PI5P4Ka inh: 5; WRN helicase inh: -17%; DRD3 antagonist: 1; PLK1 PBD block: -10%; GLP1R cytotox: 4%; IL2 activator: -1.9

What do the screens show for `COc1ccc(NC(=O)c2oc3ccccc3c2NC(=O)c2cc3ccccc3o2)cc1`?
DRD3 agonist: -6; GLP-1R inv ag: -7%; GLP1R ag: 1%; GLP1R cytotox: 1%

Results for CC1CN(Cc2ccccc2)c2ccccc2NC1=S (stereo unspecified) ?
DRD3 agonist: -4; GLP-1R inv ag: 11µM*; GLP1R ag: -3%; PI5P4Ka inh: -5; WRN helicase inh: -8%; DRD3 antagonist: -1; PLK1 PBD block: -9%; GLP1R cytotox: inconclusive; IL2 activator: 0.0

What do the screens show for `Cc1ccc(NS(=O)(=O)c2ccc3c(c2)n(C)c(=O)n3C)cc1C`?
DRD3 agonist: 9&7; GLP-1R inv ag: 11%&1%; GLP1R ag: 14%&10%; PI5P4Ka inh: -2; WRN helicase inh: 6%; DRD3 antagonist: 7; PLK1 PBD block: -17%; GLP1R cytotox: -2%&-10%; IL2 activator: -0.6

How did CCOc1ccc(NC(=O)CCSc2nc(-c3ccc4c(c3)OCO4)cc(C(F)(F)F)n2)cc1 do in these assays?
DRD3 agonist: 3; GLP-1R inv ag: 0%; GLP1R ag: inconclusive; GLP1R cytotox: -3%

How did COc1ccc(-c2cc(-c3cccs3)nc(OC)c2C#N)cc1OC do in these assays?
DRD3 agonist: 6; GLP-1R inv ag: -12%; GLP1R ag: 0%; PI5P4Ka inh: 1; WRN helicase inh: -14%; DRD3 antagonist: 27; PLK1 PBD block: -6%; GLP1R cytotox: -6%; IL2 activator: -0.5

What do the screens show for `COc1ccccc1C(C(C(=O)c1ccccc1)N1CCOCC1)N1CCOCC1` (stereo unspecified)?
DRD3 agonist: 0; GLP-1R inv ag: 5%; GLP1R ag: 17%; PI5P4Ka inh: -3; WRN helicase inh: 3%; DRD3 antagonist: 17; PLK1 PBD block: -6%; GLP1R cytotox: -7%; IL2 activator: -0.3

Results for CC1(C)Cc2nc3sc4c(SCC(=O)O)ncnc4c3cc2CO1 ?
DRD3 agonist: -2; GLP-1R inv ag: inconclusive; GLP1R ag: -1%; PI5P4Ka inh: -13; WRN helicase inh: -8%; DRD3 antagonist: -14; PLK1 PBD block: -11%; GLP1R cytotox: -4%; IL2 activator: -0.6

How did COC(=O)CN1C(=O)C(C)(C)Oc2ccc(C(=O)NC3CCCC3)cc21 do in these assays?
DRD3 agonist: -25; GLP-1R inv ag: -10%; GLP1R ag: 8%; PI5P4Ka inh: -4; WRN helicase inh: -3%; DRD3 antagonist: 1; PLK1 PBD block: inconclusive; GLP1R cytotox: 1%; IL2 activator: -0.7

How did CC1(C)Cc2c(sc(NC(=O)C(=O)NCC3CCCO3)c2C(N)=O)CO1 (stereo unspecified) do in these assays?
DRD3 agonist: 3; GLP-1R inv ag: 12%; GLP1R ag: -1%; PI5P4Ka inh: -5; WRN helicase inh: 5%; DRD3 antagonist: 0; PLK1 PBD block: -10%; GLP1R cytotox: -3%; IL2 activator: -3.6

What do the screens show for `COC(=O)c1cc(NC(=O)c2cccc(F)c2)cc(C(=O)OC)c1`?
DRD3 agonist: -3; GLP-1R inv ag: 19%; GLP1R ag: -1%; PI5P4Ka inh: 6; WRN helicase inh: -9%; DRD3 antagonist: 0; PLK1 PBD block: -2%; GLP1R cytotox: -1%; IL2 activator: -0.7

How did CN(C)c1ccc(-c2nc3ccccn3c2/N=C/c2ccc(Br)cc2)cc1 do in these assays?
DRD3 agonist: -12; GLP-1R inv ag: inconclusive; GLP1R ag: -14%; PI5P4Ka inh: -9; WRN helicase inh: inconclusive; DRD3 antagonist: 0; PLK1 PBD block: 0%; GLP1R cytotox: inconclusive; IL2 activator: 7.1

What do the screens show for `Cc1cc(O)cc(O)c1-c1onc(C(F)(F)F)c1-c1cscn1`?
DRD3 agonist: 5; GLP-1R inv ag: 7.9µM*; GLP1R ag: -14%; PI5P4Ka inh: -9; WRN helicase inh: -7%; DRD3 antagonist: 25; PLK1 PBD block: 0%; GLP1R cytotox: -20%; IL2 activator: 0.3

Results for O=C(CCC1CC(=O)Nc2ccccc21)NCc1cccnc1 (stereo unspecified) ?
DRD3 agonist: 2; GLP-1R inv ag: 0%; GLP1R ag: 1%; PI5P4Ka inh: -1; WRN helicase inh: -2%; DRD3 antagonist: 3; PLK1 PBD block: -1%; GLP1R cytotox: -1%; IL2 activator: 2.8

What do the screens show for `CN(C(=O)c1ccc(NC(=O)Cc2cccc(NC(=O)C3CCCN(C(=O)C4CCC4)C3)c2)cc1)C1CC1` (stereo unspecified)?
DRD3 agonist: 8; GLP-1R inv ag: 11%; GLP1R ag: 7%; PI5P4Ka inh: 1; WRN helicase inh: -4%; DRD3 antagonist: -11; PLK1 PBD block: -1%; GLP1R cytotox: 13%; IL2 activator: -0.1

How did CCOC(=O)c1c(C)[nH]c(C(=O)N2CCN(CC)CC2)c1C do in these assays?
DRD3 agonist: -11; GLP-1R inv ag: 9%; GLP1R ag: -3%; PI5P4Ka inh: -10; WRN helicase inh: 7%; DRD3 antagonist: -4; PLK1 PBD block: -9%; GLP1R cytotox: 34%; IL2 activator: -2.5

What do the screens show for `COc1ccccc1/C=C/C(=O)Nc1ccc(N2CCOCC2)cc1`?
DRD3 agonist: 4; GLP-1R inv ag: 2%; GLP1R ag: 5%; PI5P4Ka inh: -7; WRN helicase inh: 3%; DRD3 antagonist: -14; PLK1 PBD block: -4%; GLP1R cytotox: inconclusive; IL2 activator: 0.0

Results for COc1c(N)c2c(c([N+](=O)[O-])c1OC)C(=O)OC2 ?
DRD3 agonist: -4; GLP-1R inv ag: -23%; GLP1R ag: -16%; PI5P4Ka inh: -2; WRN helicase inh: -11%; DRD3 antagonist: -12; PLK1 PBD block: -4%; GLP1R cytotox: -15%; IL2 activator: -0.8

How did Oc1ccc(C2Nc3cccc4cccc(c34)N2)c(O)c1 do in these assays?
DRD3 agonist: -1; GLP-1R inv ag: 10%; GLP1R ag: -21%; PI5P4Ka inh: inconclusive; WRN helicase inh: inconclusive; DRD3 antagonist: inconclusive; PLK1 PBD block: inconclusive; GLP1R cytotox: -9%; IL2 activator: 0.0

How did Cc1ccc2nc(Cl)c(C3CC(c4cccs4)=NN3S(C)(=O)=O)cc2c1 (stereo unspecified) do in these assays?
DRD3 agonist: 0; GLP-1R inv ag: 1%; GLP1R ag: 5%; PI5P4Ka inh: 4; WRN helicase inh: 3%; DRD3 antagonist: 0; PLK1 PBD block: -11%; GLP1R cytotox: 0%; IL2 activator: 1.1

How did O=C(NCCn1cc(SCc2ccc(Cl)cc2)c2ccccc21)c1cccs1 do in these assays?
DRD3 agonist: 0; GLP-1R inv ag: inconclusive; GLP1R ag: -5%; GLP1R cytotox: -16%

How did N/C(=N\c1nc2ccccc2o1)NC(=O)/C=C/c1ccccc1 do in these assays?
DRD3 agonist: 7; GLP-1R inv ag: -9%; GLP1R ag: 8%; PI5P4Ka inh: 0; WRN helicase inh: -4%; DRD3 antagonist: 4; PLK1 PBD block: -6%; GLP1R cytotox: -7%; IL2 activator: 0.0

What do the screens show for `CC(=O)c1ccc(-c2ccc(C(=O)Nc3nc(C)c(C(C)=O)s3)o2)cc1`?
DRD3 agonist: 6; GLP-1R inv ag: 8%; GLP1R ag: -3%; PI5P4Ka inh: -2; WRN helicase inh: -5%; DRD3 antagonist: 12; PLK1 PBD block: -1%; GLP1R cytotox: -7%; IL2 activator: 1.5

Results for Cc1cc(C)cc(CC2CC(=O)N(c3ccc4c(c3)OCCO4)C2=O)c1 (stereo unspecified) ?
DRD3 agonist: 2; GLP-1R inv ag: inconclusive; GLP1R ag: 2%; WRN helicase inh: -12%; DRD3 antagonist: 29; PLK1 PBD block: -5%; GLP1R cytotox: 0%; IL2 activator: -1.2

How did CCCC(=O)N1CCC1(C)C(=O)Nc1cccc(OC(C)C)c1 (stereo unspecified) do in these assays?
DRD3 agonist: -14; GLP-1R inv ag: 16%; GLP1R ag: 1%; PI5P4Ka inh: 1; WRN helicase inh: 7%; DRD3 antagonist: -24; PLK1 PBD block: -6%; GLP1R cytotox: 2%; IL2 activator: -0.5
